# SUMO1-SIM PPI: modulators of human SUMO1-mediated protein-protein interactions | P63165 | SUMO1 binding to a labelled peptide, TR-FRET, 1 h | inhibition, % at 20 µM | actives 0.33% (n = 360,000) | AID 602429; in the data active = inhibition above about 37%
# Target sequence (P63165 whole entry, looked up): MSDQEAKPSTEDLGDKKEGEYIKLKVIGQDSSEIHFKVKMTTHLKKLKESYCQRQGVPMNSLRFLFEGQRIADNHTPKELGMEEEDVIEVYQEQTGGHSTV
# DNMT1 block: DNMT1 (human) enzyme inhibition | P26358 | actives 0.83% (n = 360,000) | DNMT1 molecular beacon, Hinp1I cleavage, fluorescence | inhibition (reported as % activation of signal), % at 10 µM | AID 588458; in the data active = inhibition above about 50%
# Rpn11 block: inhibitors of human proteasome Rpn11; calls only at 20 µM; actives 0.59% (n = 360,000); O00487; human 26S proteasome, Ub4-pepOG fluorescence polarization; 20S core pre-blocked with epoxomicin;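 active = inhibition at 20 µM, scaled to each plate's controls, above about 33%, limit read from the data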
# Scp1 inh: Scp-1 (human) phosphatase inhibition | Q9GZU7 | actives 0.88% (n = 340,000) | Recombinant Scp1, phosphopeptide, malachite green phosphate absorbance | inhibition, % at 20 µM;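 active = inhibition above about 50% at 20 µM, limit read from the data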;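 note: plate controls were DMSO wells with enzyme for no effect and wells lacking enzyme for full effect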
#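 Test system: SCP-1 catalytic domain; Buffer or medium: Acidic Tris acetate buffer with magnesium and detergent; Also added: Phosphorylated 17-residue peptide substrate; Compound: single 20 µM dose, 1% DMSO; Schedule: enzyme reaction 45 min at room temperature, colour 5 min, stabilisation 30 min; Signal: Phosphate-binding colour reagent, absorbance read at 630 nm.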
# NadD block: NadD (S. aureus) enzyme inhibition | purified NadD enzyme, colorimetric absorbance read-out | inhibition, % at 20 µM | actives 0.78% (n = 360,000) | AID 602399; in the data active = inhibition above about 26%; note: some compounds past the cut are filed as inactive
# LMPTP inh: blocks human LMPTP phosphatase | actives 0.22% (n = 360,000) | inhibition, % at 20 µM | recombinant LMPTP-A, OMFP fluorogenic substrate, fluorescence intensity | P24666;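 active = compounds that cut the enzyme signal by at least half of the control window in the single-dose screen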;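 note: plate controls were DMSO wells with enzyme plus substrate for no effect and substrate without enzyme for full effect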
# Target sequence (P24666 whole entry, looked up): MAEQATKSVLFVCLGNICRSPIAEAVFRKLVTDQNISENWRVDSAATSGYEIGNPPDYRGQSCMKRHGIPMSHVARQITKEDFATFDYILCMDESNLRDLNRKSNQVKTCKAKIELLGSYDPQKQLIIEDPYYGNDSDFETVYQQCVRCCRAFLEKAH
#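 Test system: LMPTP-A phosphatase enzyme. Amount: LMPTP-A at 0.625 nM final in the reaction. Reagent: OMFP substrate, 400 µM final. Times: 50 min at room temperature. Signal: endpoint fluorescence intensity from OMFP dephosphorylation. Read-out basis: % inhibition. Benchmarks: no-enzyme and uninhibited controls.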
# CSN inh: CSN deneddylation inhibition. inhibition, % at 12.5 µM. actives 0.38% (n = 360,000). Q92905. Purified CSN, SCF-Nedd8-OG deneddylation, fluorescence polarization. AID 651999;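 active = pattern-corrected inhibition above about 35%, with an unprinted fluorescence ratio check between 0.5 and 1.5, limit read from the data, passing the limit was not always enough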;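 note: 0% = enzyme with substrate and 100% = substrate without enzyme; some results filed as inactive read as strong as hits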
#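 assay system = purified human Csn5 enzyme expressed in HEK293T cells | amount = 0.24 nM enzyme | buffer or medium = Tris/NaCl/DTT buffer, pH 7.5 | reagent = 10 nM SCFSkp2-Nedd8OG | compound = one concentration, 12.5 µM, 0.25% DMSO | times = 90 min reaction at room temperature | signal = FP | read-out basis = % inhibition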
# Tb MetRS inh: Trypanosoma brucei MetRS inhibition. actives 0.4% (n = 360,000). inhibition, % at 11.9 µM. purified T. brucei MetRS, ATP depletion, Kinase-Glo luminescence;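 active = inhibition above a per-plate cutoff of the control wells' mean inhibition plus 3 SD, cut at about 5.5% in these data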;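 note: 0% = DMSO wells median and 100% = median of wells with control inhibitor compound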
#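 Dosing: 11.9 µM compound single dose, 0.9% DMSO; Assay system: purified T. brucei MetRS enzyme; Measured by: Kinase-Glo luciferase luminescence reporting remaining unconsumed ATP; Schedule: 15 min plus 2 h at 25 °C.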
# STEP inh: blocks human striatal-enriched tyrosine phosphatase; P54829; recombinant STEP, OMFP fluorogenic substrate, fluorescence; inhibition, % at 20 µM; actives 0.25% (n = 360,000); AID 588621;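 active = inhibition at 20 µM, scaled per plate between control wells, above about 37%, limit read from the data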;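 note: 0% = DMSO with enzyme and substrate and 100% = substrate only without enzyme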
#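 Material: STEP (striatal-enriched tyrosine phosphatase) enzyme, cell-free; Compound dosing: 20 µM single dose in 1% DMSO; Technique: fluorescence read at 480 nm ex / 540 nm em; Times: reaction 20 min, ambient temperature; Medium: 50 mM Bis-Tris pH 6.0 with 2.5 mM DTT and 0.005% Tween 20; Also added: OMFP at 25 µM.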
# MLLE-PAM2 inh: blocks PAM2 peptide binding to the PABP1 MLLE domain. actives 0.36% (n = 360,000). inhibition, % at 20 µM. GST-MLLE / FITC-PAM2 fluorescence polarization; in the data active = inhibition above about 35%, passing the limit was not always enough;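 note: plate controls were DMSO wells with GST-MLLE for no effect and wells lacking GST-MLLE protein for full effect; some results filed as inactive read as strong as hits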
# Target sequence (P11940 whole entry, looked up, the tested form may be a part): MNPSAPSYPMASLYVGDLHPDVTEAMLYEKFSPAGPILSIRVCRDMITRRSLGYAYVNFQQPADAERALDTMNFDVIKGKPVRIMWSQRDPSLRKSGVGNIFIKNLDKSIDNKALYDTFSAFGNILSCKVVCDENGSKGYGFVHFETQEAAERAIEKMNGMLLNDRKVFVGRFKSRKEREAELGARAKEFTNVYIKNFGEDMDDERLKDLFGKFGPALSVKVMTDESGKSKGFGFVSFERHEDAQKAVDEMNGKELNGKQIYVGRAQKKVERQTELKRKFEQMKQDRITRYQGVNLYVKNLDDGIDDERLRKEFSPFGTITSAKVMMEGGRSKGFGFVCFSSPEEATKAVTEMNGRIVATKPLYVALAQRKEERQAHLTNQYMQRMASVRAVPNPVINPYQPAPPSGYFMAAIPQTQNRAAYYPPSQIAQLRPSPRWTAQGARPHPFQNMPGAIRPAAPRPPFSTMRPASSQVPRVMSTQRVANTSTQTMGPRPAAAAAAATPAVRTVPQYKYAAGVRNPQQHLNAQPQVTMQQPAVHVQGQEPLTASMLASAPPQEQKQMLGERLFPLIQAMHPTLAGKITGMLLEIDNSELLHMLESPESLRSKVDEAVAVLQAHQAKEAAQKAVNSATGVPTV
# * hit, by the source's call; i = inactive; x = not tested or not shown.
SMILES,SUMO1-SIM PPI,DNMT1 block,Rpn11 block,Scp1 inh,NadD block,LMPTP inh,CSN inh,Tb MetRS inh,STEP inh,MLLE-PAM2 inh
CCN(CC)S(=O)(=O)c1ccc(N2CCCC2)c(NS(=O)(=O)c2ccc(F)cc2)c1,-2,-6,i,-7,-3,0.8,-3,-0.3,-2,-12
O=C(N/N=C/c1ccc(OCC(=O)N2CCCCC2)cc1)c1ccccc1,-7,3,i,6,-5,-1.0,-1,-1.1,1,-5
O=C(O)/C=C/C(=O)Nc1ccccc1-c1ccccc1NC(=O)/C=C/C(=O)O,1,13,i,18,-7,-2.1,-2,-1.3,-4,24
Cc1n[nH]c(C)c1S(=O)(=O)N1CCN(c2ccccn2)CC1,1,0,i,-1,-4,-6.1,4,-1.3,-5,0
O=S(=O)(NCCN1CCOCC1)c1cc(Cl)ccc1Cl,1,5,i,-5,-4,-2.8,1,-1.7,-1,8
COc1ccc(CC(=O)NCC2(c3ccc(OC)c(OC)c3)CCOCC2)cc1,-1,0,i,0,8,-0.9,0,-0.4,0,-3
COc1ccc(Nc2nnc(SCC3CCCCO3)s2)cc1 (stereo not drawn),5,1,i,-10,-5,-0.3,6,-0.6,0,-10
COc1ccccc1CCC(=O)NNC(=O)c1cccs1,5,14,i,0,3,-1.3,2,-0.2,0,-16
NNC(=S)Nc1c(Br)cc(F)cc1Br,2,0,i,-5,-1,0.6,3,1.8,-1,-1
CC(C)N(C(=O)c1ccc(C(=O)Nc2ccc([N+](=O)[O-])cc2)cc1)C(C)C,-1,8,i,-4,6,-3.5,2,0.7,-2,-5
N#C/C(=C\N1CCCCC1)S(=O)(=O)c1ccc(Cl)cc1,-3,1,i,-5,-4,0.1,0,-0.2,1,4
COc1ccc2[nH]cc(CCNC(C)=O)c2c1,2,3,i,-4,4,-1.0,2,0.2,-2,23
Cc1ccc(S(=O)(=O)N2CCN(C(=O)COC(=O)c3nc(Cl)ccc3Cl)CC2)c(C)c1,-1,4,i,-8,1,-0.2,-3,-0.1,2,-3
COc1cc(/C=N/n2nnnc2Nc2ccccc2)cc(OC)c1OC,-8,-3,i,-11,-6,0.3,-5,-0.9,3,1
COc1ccc(/C=C2\SC(=S)N(CC(=O)OCC(=O)Nc3ccc([N+](=O)[O-])cc3OC)C2=O)cc1,-9,0,i,6,-2,0.4,3,0.0,0,-18
COc1ccc(Cl)cc1NC(=O)N1CCN(c2ccccc2OC)CC1,5,-2,i,-11,2,-0.4,3,0.2,0,0
CCOc1ccc2c(c1)sc(N)[n+]2Cc1cc(C)cc2cccnc12,-4,-1,i,-1,-9,3.0,-1,-0.3,2,14
Cn1c(SCC(=O)Nc2ccccc2)nnc1C(F)(F)F,0,0,i,-8,5,-1.0,1,-0.5,2,16
CC(=O)NCC(=O)NNC1CC(=O)N(c2cccc(Cl)c2)C1=O (stereo not drawn),2,-5,i,-5,-15,-1.4,2,-1.4,0,-11
CCOc1ccc2[nH]cc(C(=O)NCCc3ccccc3)c(=O)c2c1,0,0,i,1,-1,-0.4,5,-0.1,-2,6
O=C(NCC1CCCO1)c1ccccc1OCc1ccc(Cl)cc1 (stereo not drawn),2,1,i,-6,-4,-0.8,-2,-0.2,2,6
Cn1nccc1NC(=O)Nc1ccccc1,-18,0,i,-4,-8,-1.7,2,-0.8,0,9
CC1CCN(C(=O)c2[nH]cnc2C(=O)N2CCN(c3ccccc3)CC2)CC1,2,3,i,-11,1,0.6,-5,-0.1,-1,1
CC(C)CN1CCN(Cc2cccn2-c2cccnc2)CC1CCO (stereo not drawn),-1,-2,i,-12,-3,-0.3,4,-0.3,-2,1
COc1ccccc1C(=O)NCCN1CCCC1,1,2,i,x,-5,-6.4,1,0.0,2,-1
# Following part:
SMILES,SUMO1-SIM PPI,DNMT1 block,Rpn11 block,Scp1 inh,NadD block,LMPTP inh,CSN inh,Tb MetRS inh,STEP inh,MLLE-PAM2 inh
Cc1cc(Cl)ccc1NC(=O)CN1C(=O)NC2(CCCc3ccccc32)C1=O (stereo not drawn),7,-7,i,-6,-5,-0.4,1,-0.3,-2,-5
CC(C)c1ccc(-c2csc3ncnc(N4CCN(C)CC4)c23)cc1,3,-4,i,-9,-8,-0.5,-1,-0.2,2,-6
O=C(CCC(=O)Nc1ccccc1)N/N=C/c1cccnc1,-12,1,i,-2,0,-1.5,-4,0.2,-1,5
Cc1nnc(NN)n(N)c1=O,4,1,i,-10,3,-1.9,-4,0.1,2,9
Cc1[nH]c(=O)c(S(=O)(=O)c2ccccc2)c(C)c1Cl,2,3,i,-10,-6,0.1,-2,-0.1,-1,4
CCCCn1c(=NC(=O)c2ccco2)c(C(=O)OCC)cc2c(=O)n3cccc(C)c3nc21,-16,9,i,1,3,1.9,4,-0.9,0,1
OCC1(Cc2ccccc2)CCCN(Cc2cnn(-c3ccccc3)c2)C1 (stereo not drawn),2,0,i,-7,-2,-0.4,-1,0.0,-1,10
C/C(N)=C(/C#N)C(=O)CSc1nnc(Nc2ccccc2)s1,8,-1,i,-13,-5,-0.6,2,0.0,-2,-8
N#CC1=C(N)C(C#N)(C#N)C(c2ccc[nH]2)C2CCCC=C12 (stereo not drawn),11,-5,i,1,-1,2.2,4,0.6,-2,-21
COc1ccc(C(=O)NC2CCN(S(=O)(=O)c3ccccc3F)CC2)cc1,1,-2,i,-1,-3,-0.8,2,-0.6,0,-7
C#CCOCCOCCOCCNc1nc(N2CCN(C(=O)C([C@@H](C)CC)n3cc(C(N)CC(C)C)nn3)CC2)nc(N2CCN(C(=O)[C@H](CCC(=O)O)n3cc(C(N)[C@H](C)CC)nn3)CC2)n1 (stereo partly drawn),-2,3,i,-4,-5,-2.5,0,-0.2,-4,10
Cc1cccc(OCCCC(=O)NCC(=O)Nc2cccc(C)c2C)c1,-1,0,i,-7,-6,-1.0,-3,0.0,-4,-7
COc1ccc(NC(=O)CCNS(=O)(=O)c2ccc3c(c2)CC(C)N3C(C)=O)cc1 (stereo not drawn),0,0,i,-1,-3,-1.6,1,-0.2,-3,13
COc1ccc(CN2CCNC(=O)C2CC(=O)NC2CCCC2)c(C)c1C (stereo not drawn),1,-7,i,-11,0,-1.6,-1,-0.4,1,9
FC(F)(F)c1cccc(OCc2noc(-c3ccsc3)n2)c1,1,-2,i,-6,-5,1.8,5,-1.4,0,0
CS(=O)(=O)Nc1ccc(Br)cc1C(=O)c1ccccc1,3,0,i,-9,-3,-1.1,-9,-0.2,2,4
O=C(NCCN1CCOCC1)C(=O)NCC1OCCN1S(=O)(=O)c1cc(F)ccc1F (stereo not drawn),-3,0,i,15,-2,-4.2,1,-0.4,-2,5
CC(=O)c1cccc(NC(=O)c2ccc(C(=O)Nc3cccc(C(C)=O)c3)nc2)c1,18,-7,i,-6,13,5.1,-4,-0.1,-2,-10
CC(=O)Nc1ccc(S(=O)(=O)NCc2ccc(C)cc2)cc1,4,8,i,-2,-2,-2.3,-3,0.1,0,1
CC(=O)c1ccc(NC(=S)Nc2cccc3ccccc23)cc1,-4,-8,i,-13,-3,1.3,12,-0.3,3,22
CCOC(=O)N1CCC(N(CCN(C)C)C(=S)Nc2ccccc2C)CC1,-6,7,i,3,-9,-6.0,-11,-1.2,2,16
CC1C(c2ccccc2)=Nn2c(=O)n(-c3ccccc3)c(=O)n21 (stereo not drawn),1,5,i,x,-7,0.0,2,-0.2,2,3
COCCNCC(=O)N1CCCCCC1,-2,1,i,-3,-2,-0.7,7,0.8,-1,-1
CNS(=O)(=O)c1cnccc1N1CCN(c2cccc(C(F)(F)F)c2)CC1,-2,-3,i,-7,-1,-2.0,-4,-1.0,0,-8
CCC(C)(C)NC(=O)C(C(C)C)N(CC1CCCO1)C(=O)CNS(=O)(=O)c1ccc(F)cc1 (stereo not drawn),4,0,i,1,-6,-0.1,-5,-0.6,-2,-6

# Gathered by group, those above with a thiophene ring, fused or not (three)
SMILES,SUMO1-SIM PPI,DNMT1 block,Rpn11 block,Scp1 inh,NadD block,LMPTP inh,CSN inh,Tb MetRS inh,STEP inh,MLLE-PAM2 inh
COc1ccccc1CCC(=O)NNC(=O)c1cccs1,5,14,i,0,3,-1.3,2,-0.2,0,-16
CC(C)c1ccc(-c2csc3ncnc(N4CCN(C)CC4)c23)cc1,3,-4,i,-9,-8,-0.5,-1,-0.2,2,-6
FC(F)(F)c1cccc(OCc2noc(-c3ccsc3)n2)c1,1,-2,i,-6,-5,1.8,5,-1.4,0,0

# (further entries)
SMILES,SUMO1-SIM PPI,DNMT1 block,Rpn11 block,Scp1 inh,NadD block,LMPTP inh,CSN inh,Tb MetRS inh,STEP inh,MLLE-PAM2 inh
COc1ccccc1NC(=O)c1cc(-c2ccc(C)o2)nc2ccccc12,-12,-2,i,0,1,3.6,6,-0.7,3,-12
COC(=O)C1CN(C(=O)COc2cccc(C)c2C)c2ccccc2O1 (stereo not drawn),5,-3,i,-14,-8,-0.3,-4,-0.6,-4,-23
CCOC(=O)CC1C(=O)NCCN1Cc1cccs1 (stereo not drawn),-2,0,i,-6,2,-0.6,1,-0.6,2,3
CCCCNc1c(-c2ccc(-c3ccc(C(C)=O)cc3)c(OC)c2)nc2cc(C)ccn12,0,1,i,7,8,23,-3,0.1,12,-19
C/C(=N\NC(=O)C(C)n1nc(C)c([N+](=O)[O-])c1C)c1ccccc1O (stereo not drawn),0,3,i,-8,-4,-2.4,3,0.8,-1,1
COc1cccc(/C=N/Nc2ncccc2[N+](=O)[O-])c1OC,-36,-3,i,11,7,1.3,-1,-2.5,0,0
CSc1ccccc1NC(=S)NC1CCCC1,-4,-2,i,-2,-1,-1.6,-1,0.2,1,12
OC/C(Br)=C(\Br)CO,-2,1,i,0,2,-1.2,7,-1.3,1,9
CCCCn1c(=O)[nH]c(=O)c2c1nc(-c1cc3c(cc1Br)OCO3)n2C,4,0,i,-11,-2,0.0,-3,-0.1,0,-4
CCOC(=O)c1cccc(NC(=O)/C=C/c2ccc([N+](=O)[O-])cc2)c1,-10,-6,i,-18,-10,-0.5,-6,-0.5,2,9

# Screening results deposited in PubChem BioAssay by several laboratories.
